Source: PubChem
PME-1 inh: blocks human protein phosphatase methylesterase 1; AID 2130; 320,000 compounds, 0.53% hits; Q9Y570; recombinant PME-1, FP-Rh probe fluorescence polarization; inhibition, % at 5.9 µM;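 active = inhibition above the campaign mean of all compounds plus 3 SD, cut at about 26% in these data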;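 note: competitive labeling of PME-1 active site by serine hydrolase directed probe; 0% = PME-1 with DMSO and 100% = wells lacking PME-1 enzyme; inhibitors block probe labeling so polarization falls and inhibition rises; many of its hits are not listed in these tables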
AHR activator: activates the human aryl hydrocarbon receptor; P35869; AHR-responsive luciferase reporter cells, luminescence; activation, % at 5 µM; 320,000 compounds, 2.5% hits; AID 2796; in the data active = activation above about 47%;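 note: 0% = vehicle wells and 100% = reference agonist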
Bcl-xL primary: inhibitors of human Bcl-xL. GST-Bcl-xL / FITC-Bim BH3 peptide fluorescence polarization. inhibition, % at 10.9 µM. 320,000 compounds, 0.7% hits. AID 2129;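 active = inhibition above the mean of all tested compounds plus 3 SD, cutoff set per campaign, cut at about 30% in these data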;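 note: 0% = DMSO wells and 100% = unlabeled Bim-BH3 peptide competitor; inhibitors lower millipolarization by displacing the labeled peptide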
Target sequence (Q07817 whole entry, looked up): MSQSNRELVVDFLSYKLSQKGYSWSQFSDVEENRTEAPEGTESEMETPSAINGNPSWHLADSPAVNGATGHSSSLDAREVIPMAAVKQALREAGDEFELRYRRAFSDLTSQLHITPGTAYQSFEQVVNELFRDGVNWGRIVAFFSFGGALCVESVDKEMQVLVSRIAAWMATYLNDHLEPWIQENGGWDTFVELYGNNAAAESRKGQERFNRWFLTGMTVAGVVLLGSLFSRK
GLD-1 RNA inh: GLD-1-TGE RNA interaction inhibition (C. elegans); purified GLD-1 + fluorescein TGE RNA, fluorescence polarization; inhibition, % at 5.96 µM; 320,000 compounds, 0.44% hits; AID 2280;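 active = percent inhibition above a per-plate cutoff, the plate mean of test compounds plus 3 SD, cut at about 30% in these data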;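 note: 0% = DMSO wells with GLD-1 and probe and 100% = wells lacking GLD-1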
pPAFAH FP inh: pPAFAH (human) enzyme inhibition. Q13093. AID 463082. inhibition, % at 3.39 µM. 330,000 compounds, 1.5% hits. recombinant pPAFAH, FP-rhodamine probe fluorescence polarization;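 active = inhibition above the mean inhibition across the screen plus 3 SD, cut at about 25% in these data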;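 note: inhibitors block binding of the rhodamine activity-based probe so polarization drops; 0% = enzyme with DMSO and 100% = wells lacking pPAFAH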
MEX-5 binding: C. elegans MEX-5 TCR-2 RNA binding activity; Q9XUB2; MEX-5/FITC-TCR2 RNA binding, fluorescence polarization; active compounds read low; activity score (negative = inhibition of binding), % at 10 µM; 300,000 compounds, 0.38% hits;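 active = inhibition past about -25% in most replicates, and total fluorescence under double the plate's negative control median, limit read from the data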;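 note: 0% = DMSO and -100% = 5 µM competing unlabeled TCR2 RNA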
Target sequence (Q9XUB2 whole entry, looked up): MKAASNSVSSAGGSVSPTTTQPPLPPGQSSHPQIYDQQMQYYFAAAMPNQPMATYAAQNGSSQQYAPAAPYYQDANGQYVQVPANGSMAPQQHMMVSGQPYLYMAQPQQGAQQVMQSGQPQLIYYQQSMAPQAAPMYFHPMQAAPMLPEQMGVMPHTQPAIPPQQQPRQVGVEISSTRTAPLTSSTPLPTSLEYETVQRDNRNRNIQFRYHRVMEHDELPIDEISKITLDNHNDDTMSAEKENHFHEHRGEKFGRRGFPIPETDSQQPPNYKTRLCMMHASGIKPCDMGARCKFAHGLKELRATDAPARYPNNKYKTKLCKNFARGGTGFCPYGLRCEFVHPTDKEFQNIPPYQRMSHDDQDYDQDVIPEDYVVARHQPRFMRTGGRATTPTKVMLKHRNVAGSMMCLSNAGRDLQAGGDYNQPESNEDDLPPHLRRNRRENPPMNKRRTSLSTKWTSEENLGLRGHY
MCL1 BIM primary: inhibitors of human MCL1 binding to BIM-BH3 peptide | Q07820 | GST-MCL1 / FITC-Bim-BH3 fluorescence polarization | inhibition, % at 10.9 µM | 320,000 compounds, 0.68% hits | AID 2057;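 active = inhibition above the mean inhibition of all tested compounds plus 3 SD, set per campaign, cut at about 40% in these data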;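 note: 0% = DMSO wells and 100% = unlabeled Bim-BH3 peptide control; higher means more loss of mP so more displacement of Bim peptide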
PAFAH1B2 FP inh: blocks human PAF acetylhydrolase 1b catalytic subunit 2 | inhibition, % at 3.39 µM | AID 492953 | P68402 | 340,000 compounds, 1.2% hits | recombinant PAFAH1B2, FP-rhodamine activity probe, fluorescence polarization;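 active = inhibition above the mean of all tested compounds plus 3 SD, cut at about 24% in these data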;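 note: 0% = enzyme with DMSO and 100% = wells lacking PAFAH1B2; many of its hits are not listed in these tables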
Target sequence (P68402 whole entry, looked up): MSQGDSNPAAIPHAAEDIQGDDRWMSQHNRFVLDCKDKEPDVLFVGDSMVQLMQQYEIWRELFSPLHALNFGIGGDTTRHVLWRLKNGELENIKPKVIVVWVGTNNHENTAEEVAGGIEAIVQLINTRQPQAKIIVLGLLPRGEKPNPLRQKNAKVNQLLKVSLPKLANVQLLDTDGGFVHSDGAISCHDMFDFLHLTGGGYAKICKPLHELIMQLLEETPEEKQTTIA
Fam108B inh: counter-screen for RBBP9 inhibitors: inhibitors of mouse Fam108B; inhibition, % at 9.51 µM; recombinant Fam108B, FP-Rh probe fluorescence polarization; 300,000 compounds, 0.33% hits; AID 1947;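 active = inhibition above the screen mean inhibition plus 3 SD, computed separately per campaign, cut at about 18% in these data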;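 note: inhibitors lower polarization as less probe binds the enzyme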
Starred values were filed as active, the others as inactive; / = no result given. This is a subset; count on the stated rates, not on these rows.

SMILES	PME-1 inh	AHR activator	Bcl-xL primary	GLD-1 RNA inh	pPAFAH FP inh	MEX-5 binding	MCL1 BIM primary	PAFAH1B2 FP inh	Fam108B inh
Cc1ccc(S(=O)(=O)NC2CC(=O)N(c3ccc4c(c3)OCCO4)C2)cc1 (configuration not stated)	0	-1	6	0	10	1.9	2	6	-1
CCOc1ccc(OCc2ccc(C(=O)NCC3CCCO3)o2)cc1 (configuration not stated)	0	26	3	5	5	0.5	0	-3	-2
CCc1ccc(NC(=O)CN2CCc3ccccc3C2)cc1	1	6	3	-4	2	1.1	-5	5	0
COc1ccc(CCNC(=O)CSc2nnc3ccc(-c4cccnc4)nn23)cc1OC	-6	5	2	2	-7	1.9	-6	-3	1
c1ccc(C(c2ccccc2)c2noc(CN3CCN(CC4CC4)CC3)n2)cc1	3	0	-5	4	5	-1.0	-4	3	-1
CCCOc1cc2c(C#N)c(N3CCCC3)nc(N)c2c(N)n1	9	11	18	25	7	-3.5	23	10	4
Fc1ccc2nc(C3CCCCN3Cc3nc(CC4CC4)no3)[nH]c2c1 (configuration not stated)	1	3	4	3	4	-0.3	0	2	3
O=C(CNC(=O)c1ccc(Cl)cc1)OCCCOC(=O)CNC(=O)c1ccc(Cl)cc1	4	-1	-4	3	4	4.1	-11	3	-3
c1ccc(CCNc2cnccn2)cc1	-6	10	1	-3	-9	1.1	1	1	-2
CC(C)(C)N1CC(C(=O)O)CC1=O (configuration not stated)	0	0	2	-6	2	0.8	1	3	-5
O=C(NCC1CCCO1)c1ccc2c(=O)n(Cc3ccco3)c(SCC(=O)N3CCCC3)nc2c1 (configuration not stated)	2	-1	4	3	-2	-0.8	-1	4	1
CCCCC(=O)NC(Nc1nc(C2CC2)cs1)(C(=O)OCC)C(F)(F)F (configuration not stated)	-1	0	-2	2	7	1.3	4	-4	3
C/C(=N\NC(=O)C(N)=O)c1cccc(C(F)(F)F)c1	-2	3	-2	3	2	0.6	-1	1	-4
COc1ccccc1N1CCN(C(c2cccs2)C(C)NC(=O)c2cccnc2)CC1 (configuration not stated)	7	0	5	-2	4	0.6	1	4	-1
COc1ccc(C2/C=C\CN(S(=O)(=O)/C=C/c3ccccc3)[C@H](Cc3ccccc3)C(=O)N2Cc2ccc(F)cc2)cc1 (some centres not stated)	-6	2	8	-7	-2	2.5	0	/	-1
CC(C)CC(=O)N(c1nnc(-c2cccnc2)s1)C1CCCC1	-1	4	4	3	6	1.5	-1	2	-4
CCN(CC)CCOC(=O)c1ccc([N+](=O)[O-])cc1	-3	0	-1	-1	-2	3.2	-1	5	2
O=C(N1CCCCC1)C12CC3CC(C1)CC(C(=O)N1CCCCC1)(C3)C2	-5	2	2	-2	8	-2.9	3	3	0
COc1ccccc1N1CCN(C(=O)c2ccc(C(C)(C)C)cc2)CC1	3	6	3	3	2	4.2	-2	-5	1
Cc1ccc(C(=O)N2CCN(Cc3ccccc3)CC2)o1	2	0	5	5	3	-1.6	-1	3	-2
Cc1ccc(S(=O)(=O)N2CCOCC2)cc1C(=O)NCc1cccs1	2	-1	-3	2	3	-1.3	-4	5	-4
COC(=O)c1nc(NC(=O)c2ccc(Br)cc2)n[nH]1	-1	-1	1	5	6	0.7	1	3	7
CCCC(C)NC(=O)COc1ccc(S(=O)(=O)c2ccc(OCC(=O)NC(C)CCC)cc2)cc1 (configuration not stated)	-2	10	5	6	3	-1.8	-8	2	4
CCCNC(=S)NNC(=O)c1cc(-c2cccnc2)nc2ccccc12	2	25	2	-6	0	-2.2	4	-2	-4
O=C(c1ccc2c(c1)C(=O)N(CCCO)C2=O)c1ccc2c(c1)C(=O)N(CCCO)C2=O	3	0	5	0	2	/	1	-7	2
Additional results.
SMILES	PME-1 inh	AHR activator	Bcl-xL primary	GLD-1 RNA inh	pPAFAH FP inh	MEX-5 binding	MCL1 BIM primary	PAFAH1B2 FP inh	Fam108B inh
Cc1ccccc1C(=O)Oc1ccc(-c2csnn2)cc1	2	1	-2	-2	-5	0.5	-5	3	-4
COc1ccc(-c2nc(N)n[nH]2)cc1OC	1	14	-1	2	4	0.1	4	-2	-2
Cc1cc(N/N=C/c2cccc(Br)c2)nc2ccccc12	23	100*	-5	-3	2	-0.7	-3	-1	4
COC(=O)CSc1nc(C2CC2)cc(C(F)(F)F)c1C#N	1	2	4	-4	-3	-0.9	5	2	-10
COc1ccc(CC2(CO)CCN(Cc3ccc(NC(C)=O)cc3)CC2)cc1	-5	-1	2	-7	1	1.6	-3	-2	1
CC1(C(=O)O)CCC(C(=O)Nc2ccc(S(N)(=O)=O)cc2)C1(C)C (configuration not stated)	3	-3	9	5	-2	-2.1	-3	0	-4
CCCCN(C(=O)CSc1nc2ccccc2s1)c1c(N)n(CCCC)c(=O)[nH]c1=O	/	25	/	-4	-3	/	/	14	/
CC(=O)Nc1ccc2c(c1)C(=O)N(c1ccc(C)cc1)C2=O	5	11	7	2	8	-1.8	0	-2	-6
CC(NC(=O)Nc1cccc([N+](=O)[O-])c1)(C(F)(F)F)C(F)(F)F	-1	3	5	0	7	-0.1	3	1	-6
COc1ccc(C(=O)COC(=O)CNS(=O)(=O)c2ccc(C)cc2)cc1	-3	4	4	3	10	0.7	-6	6	4
CN(C)c1nc(NCc2ccccc2)nc(SCC(=O)Nc2ccccc2Cl)n1	3	-1	6	3	-2	0.8	8	3	-6
COc1ccc(N2C(=O)C(CC(=O)Nc3ccc(Cl)cc3)N(NC(=O)c3cccc(F)c3)C2=S)cc1 (configuration not stated)	-13	2	-2	3	-1	2.5	-7	0	-9
CCOC(=O)C1=C(C)OC(N)=C(C#N)C1C1CCCCC1 (configuration not stated)	2	1	2	4	5	-0.7	1	5	-4
CC(=O)Nc1cc(Cl)c(N=Cc2ccc(O)cc2O)cc1Cl	-2	3	14	9	41*	0.5	40	1	9
C#Cc1cccc(NC(=O)c2ccc(Cl)cc2Cl)c1	-7	18	-1	-8	0	-1.9	-2	1	4
COc1ccc(C2C(C(=O)c3cccs3)=C(O)C(=O)N2CCN2CCOCC2)c(OC)c1 (configuration not stated)	0	1	-2	2	3	-1.3	-1	-2	1
COc1ccc(CNCCc2ccccc2)cc1OCC(N)=O	-7	2	0	-3	-6	1.7	3	3	-8
N#Cc1ccccc1NC(=O)Nc1cccc(Cl)c1	-8	6	4	7	6	1.9	1	-3	-5
Cc1cc(/C=N/NC(=O)c2ccccc2F)c(C)n1-c1ccccc1	3	12	0	-14	4	-3.6	-14	-1	3
O=C(CNC(=O)c1ccccc1F)OCC(=O)N1CCCCC1	3	0	4	0	3	-4.2	2	0	1
COc1ccc(CCNc2oc(-c3ccc(C)cc3)nc2C#N)cc1OC	7	69*	4	-3	2	-2.0	2	0	3
CN(CC(=O)NCc1cccs1)S(=O)(=O)c1cccc2cccnc12	16	-1	-2	-1	3	-1.9	-1	-4	5
NC(=O)C1CC(=O)N(c2ccc(OCC(=O)Nc3ccccc3F)cc2)C1 (configuration not stated)	-1	3	3	-2	5	/	-2	2	/
Cc1ccc(S(=O)(=O)N2CCN(C(=O)N3CCOCC3)CC2)c(C)c1	3	1	4	6	4	-0.4	2	1	-3
CS(=O)(=O)c1ccc(-c2cccc(NC(=O)COc3ccc(Cl)cc3)c2)nn1	-2	9	1	-8	-4	-3.6	-2	-6	-5
Next section
SMILES	PME-1 inh	AHR activator	Bcl-xL primary	GLD-1 RNA inh	pPAFAH FP inh	MEX-5 binding	MCL1 BIM primary	PAFAH1B2 FP inh	Fam108B inh
O=C(NCc1ccco1)C1CCN(c2ccc(N3CCOCC3)nn2)CC1	0	-3	-1	11	1	-1.2	1	6	-1
C[C@@H]1CC=C[C@H]2[C@H]1C(=O)N(Cc1ccccc1)[C@H]2c1cccc([N+](=O)[O-])c1	15	3	-1	6	-2	1.2	-6	9	-2
Cn1c(=N)n(CC(O)c2cccs2)c2ccccc21 (configuration not stated)	-3	2	1	0	4	-1.3	1	1	0
O=C1NC(NS(=O)(=O)c2ccc(Cl)cc2)(C(F)(F)F)C(=O)N1c1ccccc1 (configuration not stated)	-4	0	4	3	2	-0.4	6	5	0
O=c1n(-c2ccccc2)c(=O)n2n1CCCC2	-4	1	-3	-1	0	0.3	-4	1	3
COC(=O)c1cc(S(=O)(=O)NCc2cccc(OC)c2)cn1C	-3	-1	3	3	-1	-1.6	5	-3	-1
CCCCN1C(=O)C(=O)NC[C@@H]1C(C)CC (some centres not stated)	0	2	3	-1	6	2.8	7	-2	3
O=C(CCNC(=O)c1ccccc1)NNC(=O)c1ccccc1Br	/	0	/	-2	5	/	/	4	/
c1ccc2c(CSc3ncnc4nc[nH]c34)cccc2c1	-18	21	5	0	1	-7.4	4	5	-5
N/N=C1\CCCc2c1[nH]c1ccc([N+](=O)[O-])cc21	-1	2	3	3	2	-5.5	-1	/	1
CCCCN(C(=O)c1cc(CC)c(C)s1)c1c(N)n(CC(C)C)c(=O)[nH]c1=O	4	1	1	4	0	1.7	-12	3	3
COc1ccc(/C=C/C(=O)NNc2c(F)c(F)cc(F)c2F)cc1OC	-7	5	0	0	-1	-0.7	-4	2	-1
O=C(O)c1ccccc1-c1ccccc1C(=O)NCc1ccccc1F	3	3	1	7	3	-1.9	2	8	-4
COc1cccc(C(c2sc3nc(C)nn3c2O)N2CCc3ccccc3C2)c1 (configuration not stated)	-3	0	-1	0	6	0.2	-2	6	0
N#CCC(=O)N1CCN(C=O)CC1	6	-2	-1	-7	2	2.2	-10	-2	4
CCCCC(=O)Nc1cccc(NC(=O)CC)c1	2	2	-6	-3	8	1.4	-4	3	0
COc1ccc(CCN2CC(C(=O)NCc3nc(C)c(C)s3)CCC2=O)cc1 (configuration not stated)	3	1	1	1	0	-0.4	7	4	2
O=C(NN(CC(O)COc1ccccc1)CC(O)COc1ccccc1)c1ccccc1 (configuration not stated)	9	-1	-1	0	0	-0.4	4	9	4
COC/C=C/C1=CC2=CC(=O)C(C)(OC(=O)c3ccco3)C(=O)C2=CO1 (configuration not stated)	-4	11	27	31*	53*	/	60*	/	9
CCCc1cc(N2CCCC(C(=O)Nc3c(OC)cccc3OC)C2)n2ncnc2n1 (configuration not stated)	0	-3	-1	-8	5	-0.2	-2	2	-2
Cc1ccc(NC(=O)CSc2ncnc3ccccc23)cc1S(=O)(=O)N1CCCCC1	13	14	2	0	2	-16	-3	2	-2
Cc1ccc(NC(=O)C(=O)NN=C2CCCC2)cc1C	1	4	3	1	-5	-1.1	8	1	-1
COc1ccccc1-c1nc2n(n1)C(c1ccc(Cl)cc1)C(C(N)=O)=C(C)N2 (configuration not stated)	2	26	9	3	-3	2.4	11	-2	1
CS(=O)(=O)CCC(C(=O)N1CCOCC1)N1C(=O)c2cc(Cl)c(Cl)cc2C1=O (configuration not stated)	2	2	10	12	5	1.9	4	-1	-4
CC(C)CN(CC(C)C)S(=O)(=O)N1CCC(C(=O)NCc2ccc(F)cc2)CC1	0	7	7	4	0	-0.8	7	16	0
CCOC(=O)c1cnc(SCC(=O)c2ccc(C)cc2)nc1N	-2	1	4	8	-3	-0.3	3	3	-4
